From PubChem
HSF1 inhib: HSF1 inhibition; 0.77% of 300,000 active; NIH3T3-HGL HSE-luciferase, MG132-induced, luminescence 8 h; stronger effect = lower value; activity change, negative = inhibition, % at 7.5 µM (by protocol);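 active = more than half of replicate wells show activity change below -50%, luminescence cut by over half; inconclusive = some wells, but at most half, below -50%; inactive = no replicate well below -50%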;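 note: luciferase reports HSF-1 transcriptional activity via heat shock element; 0% = median of DMSO wells and -100% = zero luminescence signal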
aSyn UTR inh: 5' untranslated region of α-synuclein, MLPCN primary screen | 0.82% of 300,000 active | alpha-synuclein 5'UTR reporter, inhibitor activity | inhibition, % (tested at 7.5 µM) | AID 1813; in the data active = inhibition above about 60%; inconclusive = no clear call, values can overlap the other calls;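 note: H4 neuroglioblastoma cells stably carrying SNCA 5'UTR luciferase fusion; 0% = DMSO wells and 100% = positive control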
HSP90 inh: blocks HSP90-mediated luciferase refolding in reticulocyte lysate; Rabbit reticulocyte lysate, luciferase refolding luminescence, 3 h; inhibition, % at 5.6 µM; 0.91% of 290,000 active; AID 1789;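 active = inhibition above the screen-wide mean plus 3 SD, computed separately per campaign, cut at about 16% in these data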;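 note: 0% = DMSO wells and 100% = 60 µM geldanamycin wells; inhibitors lower the luminescence because luciferase stays unfolded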
Dyrk1A ADPGlo: blocks rat Dyrk1A kinase activity; AID 504441; 0.43% of 310,000 active; inhibition, % at 12.5 µM; ADP-Glo luminescence, NFATc1 peptide; Q63470; in the data active = inhibition above about 50%;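 note: plate controls were vehicle with enzyme for no effect and no enzyme for full effect; many of its hits are not listed in these tables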
KLF5 inh: inhibitors of KLF5 expression; DLD-1 KLF5 promoter-luciferase reporter, luminescence; inhibition, % at 5 µM; 0.23% of 290,000 active; AID 1700;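 active = inhibition above a per-plate limit of that plate's mean compound inhibition plus 3 SD, cut at about 60% in these data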;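 note: 0% = DMSO wells and 100% = LY294002 at 200 µM; higher means less KLF5 promoter-driven luciferase light; inactives centre near -14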
Platelet DG rel: modulates dense granule release in human platelets. 0.22% of 300,000 active. inhibition, %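 (compounds screened at 7.5 µM in platelet-rich plasma)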. human platelet-rich plasma, SFLLRN dense granule ATP release, luminescence;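 active = mean replicate score, as percent of positive control, at or above 50; inconclusive = mean below 50 but at least one replicate at or above 50; inactive = mean and every replicate below 50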
GSK3A inh: blocks human GSK-3 alpha kinase; P49840; ADP-Glo luminescence, 60 min; inhibition, % at 10 µM; 0.1% of 320,000 active;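 in the data active = inhibition above about 50%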;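 note: GST-tagged GSK-3 alpha with peptide substrate and 25 µM ATP; 0% = DMSO neutral wells and 100% = GW8510 positive control wells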
Target sequence (P49840 whole entry, looked up): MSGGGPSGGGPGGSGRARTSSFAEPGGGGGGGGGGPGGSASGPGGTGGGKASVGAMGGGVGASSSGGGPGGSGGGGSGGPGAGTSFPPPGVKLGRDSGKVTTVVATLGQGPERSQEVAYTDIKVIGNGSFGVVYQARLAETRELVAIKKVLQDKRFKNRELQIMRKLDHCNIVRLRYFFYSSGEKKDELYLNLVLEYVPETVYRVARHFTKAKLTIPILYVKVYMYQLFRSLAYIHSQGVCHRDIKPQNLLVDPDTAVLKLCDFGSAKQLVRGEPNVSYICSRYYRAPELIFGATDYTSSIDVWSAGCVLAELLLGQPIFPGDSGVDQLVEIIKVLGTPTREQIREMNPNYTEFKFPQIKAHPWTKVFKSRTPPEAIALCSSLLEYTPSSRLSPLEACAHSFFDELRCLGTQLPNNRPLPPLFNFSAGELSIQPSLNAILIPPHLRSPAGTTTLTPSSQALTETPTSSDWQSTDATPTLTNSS
GSK3B inh: human GSK3beta kinase inhibition; P49841; GST-GSK3beta kinase, ADP-Glo luminescence, 60 min; stronger effect = lower value; activity score (negative = inhibition), % at 10 µM; 0.038% of 300,000 active; AID 2097;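 active = more than half of replicate wells score below -50%, meaning over 50% inhibition versus plate controls; inconclusive = some replicates but at most half score below -50%; inactive = no replicate scores below -50%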;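 note: 0% = median DMSO wells and -100% = median GW8510 positive control wells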
Target sequence (P49841 whole entry, looked up): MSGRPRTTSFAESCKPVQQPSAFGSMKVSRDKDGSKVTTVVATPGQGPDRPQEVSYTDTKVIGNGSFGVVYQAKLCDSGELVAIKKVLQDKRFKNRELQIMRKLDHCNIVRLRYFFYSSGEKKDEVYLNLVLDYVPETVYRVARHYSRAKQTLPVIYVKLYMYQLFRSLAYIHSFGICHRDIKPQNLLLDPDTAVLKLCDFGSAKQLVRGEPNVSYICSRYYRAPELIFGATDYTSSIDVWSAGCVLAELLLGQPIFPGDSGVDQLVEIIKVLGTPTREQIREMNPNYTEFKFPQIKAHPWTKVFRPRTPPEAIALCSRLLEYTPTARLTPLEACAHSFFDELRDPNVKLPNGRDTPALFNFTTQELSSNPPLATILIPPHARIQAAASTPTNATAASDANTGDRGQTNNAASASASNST
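Assay system: GST-tagged human GSK3beta kinase, cell-free; Input: 1.6 ng GSK3beta; Medium: Tris/MgCl2 kinase buffer; Timing: 60 min enzyme reaction, room temperature; Signal: ADP-Glo luminescence quantifying ADP generated by kinase; Evaluation: score relative to plate controls; Benchmarks: DMSO neutral wells and GW8510 at 20 µM as positive.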
IEC-6 tox: kills IEC-6 intestinal cells in KLF5 counter-screen; IEC-6 cytotoxicity, luminescence viability; 0.78% of 290,000 active; inhibition, % at 5 µM; in the data active = inhibition above about 22%;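 note: 0% = plate median of test compound wells and 100% = cytotoxic reference compound wells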
HSF-1 act: increases HSF-1 driven luciferase reporter signal; NIH3T3-HGL HSF-1 luciferase reporter, MG132, 8 h; 100% = twice DMSO control signal; activation, % at 9 µM; 1.7% of 300,000 active; AID 504408;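 active = mean replicate activation of at least 50% with a set share of replicates each reaching 50%; inconclusive = only one of those two conditions met; inactive = mean below 50% and too few replicates reaching it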;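 note: 0% = median of the neutral control wells and 100% = twice that signal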
Numbers without * were called inactive; ? = inconclusive; . = not tested or not shown. These rows are one share of the data. The share of hits here may be higher or lower than overall.

mol	HSF1 inhib	aSyn UTR inh	HSP90 inh	Dyrk1A ADPGlo	KLF5 inh	Platelet DG rel	GSK3A inh	GSK3B inh	IEC-6 tox	HSF-1 act
CCC(CC)c1nnc(NC(=O)CN2C(=O)c3ccccc3C2=O)s1	-4	5	-7	-4	-5	6	-2	4	1	-4
Oc1c(Br)cc(Cl)cc1C=Nc1ccccc1Br	10	24	-3	-2	4	-3	-2	0	-8	43
CCOP(=O)(OCC)c1nc(-c2ccc(C)cc2)oc1N1CCOCC1	1	40	-3	4	-8	-14	-1	-6	0	6
CC1C(=O)C(C)C(c2ccccc2F)NC1c1ccccc1F (stereo not drawn)	-1	0	1	3	-45	-1	1	2	-1	-4
CCOc1ccccc1N(C(=O)c1snc(C(N)=O)c1N)C(C(=O)NCCC(C)C)c1ccco1 (stereo not drawn)	14	1	4	2	-21	-2	-1	1	7	36
COc1ccc(NS(=O)(=O)c2cn(C)c(=O)n(C)c2=O)c(OC)c1	-1	-4	0	3	-18	3	-1	0	2	0
O=C(COC(=O)C1CC2C=CC1C2)Nc1cccc(S(=O)(=O)N2CCCCCC2)c1 (stereo not drawn)	6	15	-1	1	-12	6	2	5	-3	-8
O=c1c2nnn(Cc3ccccc3)c2ncn1C/C=C/c1ccccc1	5	26	-9	-11	-8	-1	-1	0	-6	1
c1ccc2nc(-c3nc4ccccc4o3)ccc2c1	-14	43	32*	10	-33	?	3	-7	18	-20
C=CCOc1ccc(Br)cc1CNCCCN1CCOCC1	0	-23	0	-2	-19	0	3	1	0	2
CCC1CN(C(=O)N2CCC(C(=O)Nc3ccccc3F)CC2)c2ccccc2O1 (stereo not drawn)	9	-1	0	-1	-13	0	1	0	5	-12
O=C(NC(=S)Nc1ccccc1Br)C1CCC1	-3	-41	-3	10	-48	1	4	0	-4	29
CN(C)CCOC(=O)c1sc2ccccc2c1Cl	-5	-13	1	18	-22	1	-2	4	2	21
COCCN(C(=O)CNC(=O)c1ccco1)C(C(=O)NC1CCCC1)c1cccs1 (stereo not drawn)	-1	17	5	-10	-14	0	-2	-1	0	5
Cc1ccc(CNS(=O)(=O)CCNC(=O)c2ccc3c(c2)OCO3)cc1	1	7	.	0	.	3	-4	-3	.	-3
O=C(N/N=C/c1ccc(OC(F)F)cc1)c1ccc(Br)cc1	-3	-8	-1	-4	-24	-12	-1	-1	-6	1
CCCOc1ccc(C(CC(=O)O)NC(=O)c2cccs2)cc1 (stereo not drawn)	0	-20	-3	4	-54	-5	0	2	-1	-13
O=C(NCCSc1c[nH]c2ccccc12)c1ccc2c(c1)OCO2	0	-26	1	5	-19	16	17	3	7	31
COc1ccc(OC)c(NC(=O)NNS(=O)(=O)c2ccc(C)cc2C)c1	-3	5	1	0	-14	-6	-4	4	3	9
O=C(NNc1cc(Cl)cc(Cl)c1)c1c(F)cccc1Cl	2	1	4	.	-17	12	-2	0	-3	15
COc1cccc(C=NCC(C)N=Cc2cccc(OC)c2O)c1O (stereo not drawn)	-12	0	-1	-3	-15	-1	-2	-1	-6	-16
C1CC(CN2CCOCC2)CN(Cc2nc(CC3CC3)no2)C1 (stereo not drawn)	-4	-12	5	-3	-1	2	-1	6	-5	7
CCOC(=O)c1c(C)[nH]c(C)c1S(=O)(=O)NC1CCN(C(=O)OCC)CC1	2	-1	0	-3	-11	0	-4	-2	-2	-6
COc1cccc(NC(=O)Nc2nc(SC)ns2)c1	3	-151	-2	0	-159	3	1	1	-2	22
O=C(Cn1nnc(-c2ccccc2NC(=O)c2ccco2)n1)NC1CCCCC1	7	3	-4	-5	5	-6	-6	0	-3	5

mol	HSF1 inhib	aSyn UTR inh	HSP90 inh	Dyrk1A ADPGlo	KLF5 inh	Platelet DG rel	GSK3A inh	GSK3B inh	IEC-6 tox	HSF-1 act
CC1Cc2cc(S(=O)(=O)N3CCN(c4cccc(Cl)c4)CC3)ccc2N1C(=O)C1CC1 (stereo not drawn)	-1	10	-1	0	-1	7	0	1	2	4
Cc1ccc2c(N)c(C)ccc2c1	4	-38	2	10	-35	6	-1	1	6	0
COc1ccc(C2CC(c3ccccc3)=NN2S(=O)(=O)c2ccccc2)cc1 (stereo not drawn)	1	-9	2	2	-5	2	2	-3	-8	-1
COc1cc(C(=O)NC2CCCCC2)ccc1OCc1ccc(Cl)cc1Cl	-8	10	-1	-2	-24	4	0	0	-2	6
Cc1onc(-c2ccccc2)c1C(=O)Nc1ccccc1NC(=O)c1c(-c2ccccc2)noc1C	7	9	4	-5	-10	-25	-1	0	12	10
CCCCNC(=O)OC(C)CNC(=O)OC (stereo not drawn)	-6	-7	3	-5	-19	-3	.	-2	2	0
Cc1ccc2nc(SCC(=O)NCc3ccc(F)cc3)nc(=O)n2c1	-1	3	.	7	.	-14	-1	0	.	-8
COc1cccc(NCc2ccc([N+](=O)[O-])s2)c1	-1	-5	4	-5	5	20	-1	-1	0	2
Cc1sc2nc(CSCC(=O)N(CCC#N)c3ccccc3)[nH]c(=O)c2c1C	2	-7	1	-2	2	-29	-3	-2	-2	-6
CCN(Cc1ccccc1)C(=O)CN1C(=O)NC(CC)(c2ccc(F)cc2)C1=O (stereo not drawn)	-1	7	-2	-11	-7	-2	-1	-1	2	3
CCCCc1nc(N)c(C#N)c(-c2ccco2)c1CCC	-14	23	2	0	-6	2	-2	0	13	-11
COC(=O)Cn1cnc2c(cnn2-c2ccc(OC)cc2)c1=O	-1	-28	1	21	-26	8	2	0	-1	5
CCOC(=O)Cn1cnc2c(sc3nc(C)cc(C)c32)c1=O	12	-60	-1	3	4	-7	0	1	-1	2
CC1Cc2ccccc2N1C(=O)C1CC(=O)N(c2ccccc2)C1 (stereo not drawn)	-3	-1	5	-3	8	6	-3	2	2	-14
NC(=O)c1ccccc1NC(=O)c1ccccc1Cl	-5	-19	0	6	-26	.	-2	0	3	5
CCCCN(C)C(=O)CCCc1c[nH]c2ccccc12	9	-59	6	2	-86	-1	-2	2	-7	13
COc1ccc(C(NC(=O)CC(C)C)c2c(O)ccc3ccccc23)cc1 (stereo not drawn)	6	8	-3	0	-32	-2	3	-3	-6	11
Cc1c(-c2n[nH]c(=S)n2-c2ccc(Br)cc2)nnn1-c1ccc(Cl)cc1	-5	21	1	-6	-2	-6	.	1	-1	14
Cc1nc(C)c(-c2ccc(SCC(=O)Nc3ccccc3)nn2)s1	3	14	0	-6	-38	-4	2	1	-4	-2
CC(=O)Nc1cc(C(N)=O)c(Cl)cc1Cl	-8	5	-1	1	-27	-4	-1	0	2	-4
COc1ccc(CNC(=O)COC(=O)C2CCC(C(C)(C)C)CC2)cc1 (stereo not drawn)	2	-13	0	0	32	-1	-3	1	2	-7
O=C(CN1C(=O)COc2ccc(Cl)cc21)NC1CC1	-2	8	-2	-6	-17	19	0	4	-4	0
CCOc1ccc(NC(=O)c2ccc(S(=O)(=O)N(C)C)cc2)cc1	.	.	1	-1	-30	.	-1	.	5	.
CC1(C)CC(=O)C2=C(C1)OC(N)=C(C#N)C2c1ccc[nH]1 (stereo not drawn)	-6	22	-3	2	-3	-5	8	5	-4	-1
CCOC(=O)CN1C(=O)S/C(=C/c2ccc(N3CCCCC3)o2)C1=O	-3	-2	0	-2	-18	1	-2	0	3	-7

mol	HSF1 inhib	aSyn UTR inh	HSP90 inh	Dyrk1A ADPGlo	KLF5 inh	Platelet DG rel	GSK3A inh	GSK3B inh	IEC-6 tox	HSF-1 act
CCc1nc2c(nnn2Cc2ccc(F)cc2)c(=O)[nH]1	0	19	6	-3	-4	-4	-5	-3	-2	18
Cc1ccc2c(c1)c1c3n2CC(=C2C(=O)OC(C)(C)OC2=O)NC3CCC1 (stereo not drawn)	0	9	0	-4	-32	0	-2	-2	3	18
O=C(CCC(=O)N1CCCC1)Nc1nnc(C2CCCCC2)s1	-2	6	1	2	-16	0	0	2	7	-1
Cc1nc(/C(N)=N/OC(=O)c2ccc(Cl)cc2)c(C(F)(F)F)o1	13	-57	2	-4	-12	-1	1	0	-10	21
N#Cc1c(NC(=S)NC(=O)Cc2cccs2)sc2c1CCCCC2	-13	-54	0	1	-8	9	-1	0	2	-14
CC1CC(C)CN(C(=O)COc2ccc([N+](=O)[O-])cc2Cl)C1 (stereo not drawn)	16	12	2	13	-11	0	-1	-2	5	8
CCOC(=O)CNC(=O)CSc1nnc(NC(=O)c2ccc(S(=O)(=O)N3CCOCC3)cc2)s1	-7	6	-1	-7	-25	-2	-1	-3	2	-4
COC(=O)c1ccc(C(=O)OC)c(NC(=O)COC(=O)C2CCCCC2)c1	-2	-2	6	3	9	-4	0	-2	4	-4
COC(C/C=C/[C@H](O)[C@H](C)OCc1ccccc1)OC	-6	-4	.	0	.	-4	0	-1	.	11
O=[N+]([O-])c1ccc(N2CCOCC2)cc1NC(c1ccccc1)c1ccccc1	3	1	4	3	-24	-13	-1	2	-3	-6
O=C(c1cc(S(=O)(=O)N2CCCCC2)c(Cl)cc1N1CCOCC1)N1CCOCC1	-2	-2	0	9	-3	-2	-2	2	-1	-4
CC(C)C[C@H]1CN=C(Nc2ccccc2)N1CCC1CCCCC1	0	-16	0	13	-15	2	3	-1	-2	-9
CCN(CC(=O)Nc1cc(Cl)ccc1C)C(=O)c1cc(S(=O)(=O)N2CCCCCC2)ccc1OC	14	-5	.	2	.	1	0	0	.	19
COC(=O)CN=C1OC(=O)N2C(=O)C3=C4[C@@H](C[C@H]5C(=O)N(c6ccccc6)C(=O)[C@H]5[C@H]4[C@@]12Cc1ccccc1)[C@H]1C(=O)N(c2ccccc2)C(=O)[C@H]1[C@H]3C	-6	1	.	-4	.	3	8	2	.	-8
COCCn1c(=O)[nH]c2cc(C(=O)NC3CCCCCC3)ccc2c1=O	-72*	18	-10	1	4	11	0	-1	-2	-78
COc1ccc(CCN=C2SCC(=O)N2Cc2ccccc2)cc1OC	-4	9	1	-3	-16	7	-1	-1	2	33
CN1/C(=C\C(=O)c2ccccc2Cl)c2ccccc2CC1(C)C	-2	21	0	-1	-23	-2	-1	-4	4	-1
Cc1ccc(SCCNC(=O)C(C)C)cc1	-1	-13	-3	-1	-23	-2	-3	-1	0	1
COc1ccc(C(=O)NCCCNC(=O)c2cccnc2)cc1OC	-3	-3	0	-4	-12	1	0	2	6	0
CCOc1ccc(N(CC(=O)Nc2cccc(Br)c2)S(C)(=O)=O)cc1	5	-33	0	5	-10	-6	3	0	11	24
O=C(COC(=O)CSc1ccc([N+](=O)[O-])cc1)NCc1cccs1	1	8	.	-3	.	4	1	-1	.	8
COc1ccc(CC2NCCC3(O)CCCCC23)cc1 (stereo not drawn)	-2	22	-2	-3	-29	1	-2	1	2	-4
